Dynein cargo inh: dynein cargo transport inhibition; 220,000 tested, 0.47% active; z-score, hits read low; 3617.4 mouse cells, GR-EGFP nuclear translocation imaging; test concentration mostly 20 µM; stimulated with dexamethasone, 1 µM; active compounds read low;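 active means plate z-score of nuclear minus cytoplasmic receptor signal below a set negative limit, without overly bright fluorescence or cell loss, cut at about -3.5 in these data, passing the limit was not always enough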;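 further: z-score of nuclear minus cytoplasmic ring GR-EGFP intensity difference per well; some compounds called inactive have numbers as strong as hits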
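Buffer or medium – tet-free medium with charcoal-stripped serum · Signal – automated 10x imaging of fixed Hoechst-stained cells · Also added – dexamethasone agonist, 1.0 µM final, for 30 min · Incubation – induction 48 h, compound 1 h, agonist 30 min · Read-out – GR-EGFP nuclear translocation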
human PMI inhibition: inhibitors of human PMI, primary screen, biochemical, fluorescence intensity, coupled assay (AID 1209); 190,000 tested, 0.42% active; inhibition, % at 20 µM, or IC50 in µM where a hit was titrated; purified PMI enzyme, coupled fluorescence intensity; higher % means a stronger effect;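 further: plate controls were DMSO vehicle for no effect and wells lacking substrate for full effect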
b-catenin transl: beta-catenin nuclear translocation modulation. HeLa beta-catenin nuclear translocation, immunofluorescence imaging. nuclear translocation activity, % at 5 µM. 190,000 tested, 0.3% active;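 active means nuclear translocation activity above 50% at 5 µM, with a well cell count of 50 or more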;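 further: per-cell ratio of nuclear to cytoplasmic median beta-catenin stain intensity; plate controls were DMSO negative control for no effect and GSK-3 inhibitor IX positive control for full effect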
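Test system: human HeLa cell line; Doses: 5 µM primary, 0.02–20 µM confirmation; Incubation: 24 h compound exposure, 37°C; Detection: beta-catenin immunofluorescence imaging with DAPI; Read-out: beta-catenin nuclear/cytoplasmic ratio, % activation.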
WT yeast gro inh: growth inhibition of WT yeast, mitochondrial fusion screen; mitochondrial fusion phenotypic screen, WT strain; inhibition, % at 10 µM; 190,000 tested, 2.1% active; in the data active means inhibition above about 58%; tested in S. cerevisiae
PMI inhibition: MPI inhibition at elevated mannose 6-phosphate – biochemical, fluorescence intensity, high mannose 6-phosphate, primary screen (AID 1220). one-dose inhibition, % at 20 µM; IC50 in µM for titrated hits. recombinant PMI enzyme, coupled fluorescence intensity; higher % means a stronger effect. 190,000 tested, 0.66% active
Insulin prom up: MIN6 insulin promoter up-regulation; MIN6 insulin promoter-GFP reporter, high-content imaging; active compounds read high; z-score at 5 µM; 190,000 tested, 0.3% active;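 active means z-score above 3 at 5 µM with at least 500 cells counted in the well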
Yfh1-depleted yeast: mitochondrial function rescue without frataxin homolog – Friedreich's ataxia, plus single-dose screen, dose response (AID 1465); 220,000 tested, 0.074% active; S. cerevisiae Yfh1-off respiration, WST-1 reduction, 72 h; higher fold induction means a stronger effect; fold induction at 50 µM; hits with a dose series show EC50 in µM;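 active means fold induction of absorbance versus untreated yeast above a set limit, then at least 30% activation at any dose in follow-up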;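 further: activators that raise dye reduction in frataxin-depleted yeast; strong numbers were not always called active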
MT stabilize HCS: microtubule stabilization, imaging screen | HeLa tubulin immunostaining HCS, 24 h; share of cells brighter than vehicle mean+2SD | % tubulin-high responders, % at 10 µM | 200,000 tested, 0.83% active;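 active means plate Z-score above 3 for both tubulin-high and condensed-nucleus cell shares, with cell loss under 80%, at 10 µM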;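 further: anti alpha tubulin signal scored within the nucleus-defined area of each cell; some results filed as inactive read as strong as hits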
Autophagy HCS: modulators of autophagy; MEF GFP-LC3 puncta imaging; test concentration mostly 10 µM; calls only at 10 µM (by protocol); 190,000 tested, 0.98% active;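 active means percentage of spot-positive cells more than 3 SD above its plate mean, without a fluorescence outlier flag or 80% toxicity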;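 further: spot-positive cell cutoff set from DMSO-treated cells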
WT yeast gro inh mutant strain: recorded beside WT yeast gro inh, whose call it bears; inhibition, %; mitochondrial fusion phenotypic screen, mutant strain inhibition
Dynein cargo inh cytoplasmic EGFP: further read-out of Dynein cargo inh, marked with its call; z-score; measured here: cytoplasmic GR-EGFP intensity; active compounds read high
Dynein cargo inh nuclear GR-EGFP: further read-out of Dynein cargo inh, marked with its call; z-score; measured here: nuclear GR-EGFP intensity;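 lower value marks the stronger effect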
Dynein cargo inh cell count: also measured in Dynein cargo inh; calls as there; z-score; measured here: cell count per field
Insulin prom up cell count: further read-out of Insulin prom up, marked with its call; cell count; measured here: cytotoxicity, nuclei count;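 total cells summed across four imaged fields per well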
b-catenin transl cell count 5 µM: also measured in b-catenin transl; calls as there; cell count; measured here: cell count, cytotoxicity flag
MT stabilize HCS Hoechst-high %: further read-out of MT stabilize HCS, marked with its call; % Hoechst-high responders; measured here: nuclear condensation Hoechst responders;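 share of cells brighter than vehicle mean plus two SD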
MT stabilize HCS cytotoxicity %: recorded beside MT stabilize HCS, whose call it bears; toxicity, %; measured here: cytotoxicity by cell density;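 0% = mean cell density of plate MIN control wells and 100% = no cells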
Autophagy HCS cell loss 18 h: also measured in Autophagy HCS; calls as there; toxicity, %; measured here: cell loss, nuclei count;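 cell loss after 18 h compound exposure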
* hit, by the source's call. Unless noted, no stated cut-off is given here; in the data, active means inhibition above about 50%; inactive means the rest.

How did COc1ccc(NC(=O)Nc2ccc(F)c(Cl)c2)cc1 do in these assays?
Dynein cargo inh: -0.171; human PMI inhibition: -13.4%; b-catenin transl: -0.3; WT yeast gro inh: 27.1; PMI inhibition: -10.6%; Insulin prom up: -0.81; Yfh1-depleted yeast: inactive; MT stabilize HCS: 2.1; Autophagy HCS: inactive; WT yeast gro inh mutant strain: 24.4; Dynein cargo inh cytoplasmic EGFP: -0.164; Dynein cargo inh nuclear GR-EGFP: -0.128; Dynein cargo inh cell count: -0.0243; Insulin prom up cell count: 1187; b-catenin transl cell count 5 µM: 1034; MT stabilize HCS Hoechst-high %: 2.3; MT stabilize HCS cytotoxicity %: 14.3; Autophagy HCS cell loss 18 h: -4.1

How did Cc1ccc(N/N=C(\C#N)C(N)=S)c(C)c1 do in these assays?
Dynein cargo inh: -0.14; human PMI inhibition: -83.9%; b-catenin transl: 3.4; WT yeast gro inh: 38.0; PMI inhibition: -203.2%; Insulin prom up: 0.47; Yfh1-depleted yeast: inactive; MT stabilize HCS: 3.3; Autophagy HCS: inactive; WT yeast gro inh mutant strain: 22.1; Dynein cargo inh cytoplasmic EGFP: -0.254; Dynein cargo inh nuclear GR-EGFP: 0.956; Dynein cargo inh cell count: -0.527; Insulin prom up cell count: 1069; b-catenin transl cell count 5 µM: 540; MT stabilize HCS Hoechst-high %: 3.7; MT stabilize HCS cytotoxicity %: 9.1; Autophagy HCS cell loss 18 h: 1.2

Results for O=C(CSc1nnc(CCCN2C(=O)c3cccc4cccc(c34)C2=O)n1-c1ccccc1)N1CCN(CCO)CC1 ?
Dynein cargo inh: 0.79; human PMI inhibition: 15.6%; b-catenin transl: -3.3; WT yeast gro inh: 11.3; PMI inhibition: 8.0%; Insulin prom up: 1.12; Yfh1-depleted yeast: inactive; MT stabilize HCS: 5.4; Autophagy HCS: inactive; WT yeast gro inh mutant strain: -11.5; Dynein cargo inh cytoplasmic EGFP: -0.317; Dynein cargo inh nuclear GR-EGFP: 0.476; Dynein cargo inh cell count: -0.414; Insulin prom up cell count: 1456; b-catenin transl cell count 5 µM: 1099; MT stabilize HCS Hoechst-high %: 3.0; MT stabilize HCS cytotoxicity %: 0.5; Autophagy HCS cell loss 18 h: 1.8

Results for CN1CCN(C(=O)/C=C/c2ccc(Cl)cc2)CC1 ?
Dynein cargo inh: -0.906; human PMI inhibition: 9.7%; b-catenin transl: -1.7; WT yeast gro inh: 12.4; PMI inhibition: 11.2%; Insulin prom up: 0.5; Yfh1-depleted yeast: inactive; MT stabilize HCS: 5.2; Autophagy HCS: inactive; WT yeast gro inh mutant strain: 2.0; Dynein cargo inh cytoplasmic EGFP: -0.0979; Dynein cargo inh nuclear GR-EGFP: -0.41; Dynein cargo inh cell count: 0.946; Insulin prom up cell count: 1174; b-catenin transl cell count 5 µM: 1134; MT stabilize HCS Hoechst-high %: 1.6; MT stabilize HCS cytotoxicity %: 8.9; Autophagy HCS cell loss 18 h: -36.4

Results for FC(F)(F)c1cccc(Cc2noc(CN3CCCCC3c3ccccn3)n2)c1 (stereo unspecified) ?
Dynein cargo inh: -0.173; human PMI inhibition: 7.0%; b-catenin transl: 1.2; WT yeast gro inh: 10.2; PMI inhibition: 8.5%; Yfh1-depleted yeast: inactive; MT stabilize HCS: 1.2; Autophagy HCS: inactive; WT yeast gro inh mutant strain: 14.6; Dynein cargo inh cytoplasmic EGFP: -0.336; Dynein cargo inh nuclear GR-EGFP: -0.0141; Dynein cargo inh cell count: 1.04; b-catenin transl cell count 5 µM: 1500; MT stabilize HCS Hoechst-high %: 1.1; MT stabilize HCS cytotoxicity %: 1.3; Autophagy HCS cell loss 18 h: 2.9

What do the screens show for `O=S(=O)(Cc1ccccc1Cl)N1CCN(Cc2ccc3c(c2)OCO3)CC1`?
Dynein cargo inh: -0.00819; human PMI inhibition: 0.0%; WT yeast gro inh: -20.1; PMI inhibition: -0.6%; Yfh1-depleted yeast: inactive; MT stabilize HCS: 3.6; Autophagy HCS: inactive; WT yeast gro inh mutant strain: -2.8; Dynein cargo inh cytoplasmic EGFP: 0.0772; Dynein cargo inh nuclear GR-EGFP: 0.626; Dynein cargo inh cell count: -0.106; MT stabilize HCS Hoechst-high %: 2.5; MT stabilize HCS cytotoxicity %: 25.5; Autophagy HCS cell loss 18 h: 0.5

Results for CC(=O)c1c(C)[nH]c(C(=O)COC(=O)c2ccc3c(=O)n4c(nc3c2)CCC4)c1C ?
Dynein cargo inh: 0.714; human PMI inhibition: 11.8%; b-catenin transl: 4.2; WT yeast gro inh: -9.3; PMI inhibition: 4.7%; Insulin prom up: 0.99; Yfh1-depleted yeast: inactive; MT stabilize HCS: 3.1; Autophagy HCS: inactive; WT yeast gro inh mutant strain: -8.1; Dynein cargo inh cytoplasmic EGFP: -0.211; Dynein cargo inh nuclear GR-EGFP: 0.202; Dynein cargo inh cell count: -0.128; Insulin prom up cell count: 1437; b-catenin transl cell count 5 µM: 965; MT stabilize HCS Hoechst-high %: 3.3; MT stabilize HCS cytotoxicity %: 8.7; Autophagy HCS cell loss 18 h: 8.8

Results for O=S(=O)(/N=C(/Nc1ccc(F)c(F)c1F)c1ccccc1)c1ccccc1 ?
Dynein cargo inh: 0.471; human PMI inhibition: 9.7%; WT yeast gro inh: -22.4; PMI inhibition: 10.1%; Insulin prom up: 0.34; Yfh1-depleted yeast: inactive; MT stabilize HCS: 2.0; Autophagy HCS: inactive; WT yeast gro inh mutant strain: -6.9; Dynein cargo inh cytoplasmic EGFP: -0.3; Dynein cargo inh nuclear GR-EGFP: -0.204; Dynein cargo inh cell count: 0.107; Insulin prom up cell count: 1308; MT stabilize HCS Hoechst-high %: 4.0; MT stabilize HCS cytotoxicity %: 9.7; Autophagy HCS cell loss 18 h: 1.9

Results for Nc1nc(SCc2ccccc2)ns1 ?
Dynein cargo inh: 0.0122; human PMI inhibition: 4.1%; WT yeast gro inh: 3.4; PMI inhibition: 0.3%; Insulin prom up: -0.18; Yfh1-depleted yeast: inactive; MT stabilize HCS: 2.1; Autophagy HCS: inactive; WT yeast gro inh mutant strain: 12.3; Dynein cargo inh cytoplasmic EGFP: -0.222; Dynein cargo inh nuclear GR-EGFP: 0.262; Dynein cargo inh cell count: -0.476; Insulin prom up cell count: 1219; MT stabilize HCS Hoechst-high %: 2.8; MT stabilize HCS cytotoxicity %: 16.4; Autophagy HCS cell loss 18 h: -0.4

What do the screens show for `Nc1cc2nsnc2cc1Br`?
Dynein cargo inh: -0.271; human PMI inhibition: 61.0%*; b-catenin transl: 0.4; WT yeast gro inh: -6.7; PMI inhibition: 48.7%; Insulin prom up: 0.05; Yfh1-depleted yeast: inactive; MT stabilize HCS: 2.2; Autophagy HCS: inactive; WT yeast gro inh mutant strain: -34.6; Dynein cargo inh cytoplasmic EGFP: -0.0564; Dynein cargo inh nuclear GR-EGFP: 0.592; Dynein cargo inh cell count: 0.0391; Insulin prom up cell count: 1652; b-catenin transl cell count 5 µM: 1315; MT stabilize HCS Hoechst-high %: 2.4; MT stabilize HCS cytotoxicity %: 3.8; Autophagy HCS cell loss 18 h: -12.2

How did O=[N+]([O-])c1ccc(OCc2cn([C@@H](CO)c3ccccc3)nn2)c(Br)c1 do in these assays?
Dynein cargo inh: -0.341; b-catenin transl: -1.1; Insulin prom up: 0.61; Yfh1-depleted yeast: inactive; Dynein cargo inh cytoplasmic EGFP: -0.678; Dynein cargo inh nuclear GR-EGFP: -0.203; Dynein cargo inh cell count: 0.2; Insulin prom up cell count: 995; b-catenin transl cell count 5 µM: 1313

How did CCOc1ccccc1CN1CCN(CCCn2cccn2)CC1CCO (stereo unspecified) do in these assays?
Dynein cargo inh: 0.792; b-catenin transl: -0.1; WT yeast gro inh: -4.4; Insulin prom up: -0.23; Yfh1-depleted yeast: inactive; MT stabilize HCS: 2.0; Autophagy HCS: inactive; WT yeast gro inh mutant strain: -9.2; Dynein cargo inh cytoplasmic EGFP: -0.25; Dynein cargo inh nuclear GR-EGFP: 0.238; Dynein cargo inh cell count: -0.315; Insulin prom up cell count: 1127; b-catenin transl cell count 5 µM: 1598; MT stabilize HCS Hoechst-high %: 2.0; MT stabilize HCS cytotoxicity %: 3.7; Autophagy HCS cell loss 18 h: 18.8

How did Cc1ccc2c(CC(=O)NC3CCCc4ccccc43)coc2c1 (stereo unspecified) do in these assays?
Dynein cargo inh: 0.196; human PMI inhibition: 16.7%; b-catenin transl: 2.0; WT yeast gro inh: -4.9; PMI inhibition: 10.2%; Insulin prom up: 0.48; Yfh1-depleted yeast: inactive; MT stabilize HCS: 2.9; Autophagy HCS: inactive; WT yeast gro inh mutant strain: -22.6; Dynein cargo inh cytoplasmic EGFP: -0.213; Dynein cargo inh nuclear GR-EGFP: 0.252; Dynein cargo inh cell count: 0.0709; Insulin prom up cell count: 1541; b-catenin transl cell count 5 µM: 1123; MT stabilize HCS Hoechst-high %: 2.5; MT stabilize HCS cytotoxicity %: 3.2; Autophagy HCS cell loss 18 h: 11.5

What do the screens show for `COC(=O)Nc1ccc(S(=O)(=O)N2CCCC(C(=O)NC3CCCCC3)C2)cc1` (stereo unspecified)?
Dynein cargo inh: -0.717; human PMI inhibition: 6.9%; b-catenin transl: -0.9; WT yeast gro inh: 8.9; PMI inhibition: 7.1%; Insulin prom up: 0.13; Yfh1-depleted yeast: inactive; MT stabilize HCS: 2.3; Autophagy HCS: inactive; WT yeast gro inh mutant strain: 4.3; Dynein cargo inh cytoplasmic EGFP: -0.286; Dynein cargo inh nuclear GR-EGFP: 0.367; Dynein cargo inh cell count: 0.0401; Insulin prom up cell count: 1327; b-catenin transl cell count 5 µM: 1129; MT stabilize HCS Hoechst-high %: 1.6; MT stabilize HCS cytotoxicity %: 7.9; Autophagy HCS cell loss 18 h: 4.2

From PubChem BioAssay
